Source: PubChem BioAssay
MPTP block – mitochondrial permeability transition pore inhibitors, primary screen, biochemical, isolated mouse mitochondria, absorbance | Ca2+ swelling absorbance, 30 min | inhibition, % at 10 µM | 360,000 tested, 1.4% active;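 active means inhibition of 50% or more, scaled per plate between neutral and stimulator controls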;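 further: 0% = DMSO wells given calcium and 100% = 1 mM EGTA wells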
PfGluPho inh – PfG6PD enzyme inhibitors, primary screen, biochemical, fluorescence intensity, uHTS; PfGluPho enzyme, NADPH resazurin-diaphorase fluorescence; inhibition, % at 20 µM; 350,000 tested, 0.78% active; AID 504690, 2011;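 active means inhibition reaching at least a set limit at 20 µM in the primary screen, cut at about 59% in these data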;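 further: 0% = DMSO wells with substrate and 100% = DMSO wells lacking glucose-6-phosphate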
SENP8 block – human SENP8 protease inhibitors, primary screen, biochemical, fluorescence, Nedd8 protein substrate, uHTS; Sentrin-specific protease 8 (Homo sapiens), Q96LD8; recombinant SENP8; inhibition, % at 20 µM; 360,000 tested, 0.64% active; AID 602440, 2012; in the data active means inhibition mostly above about 40%, no sharp cut-off; inactive means mostly below about 27%
Target sequence (Q96LD8 whole entry, looked up): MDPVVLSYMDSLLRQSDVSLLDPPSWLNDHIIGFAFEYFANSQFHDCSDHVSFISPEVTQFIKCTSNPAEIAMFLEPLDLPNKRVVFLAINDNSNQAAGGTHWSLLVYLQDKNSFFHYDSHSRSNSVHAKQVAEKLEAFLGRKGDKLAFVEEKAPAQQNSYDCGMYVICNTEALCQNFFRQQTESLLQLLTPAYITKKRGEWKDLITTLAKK
HKDC1 inhibitor – HKDC1 hexokinase inhibitors, primary screen, biochemical, fluorescence, uHTS | 340,000 tested, 0.16% active | AID 493160, 2011 | inhibition, % at 20 µM | Q2TB90 | recombinant HKDC1, G6PDH/diaphorase resazurin coupled fluorescence;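 active means inhibition above about 35% when tested at 20 µM, limit read from the data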;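 further: plate controls were DMSO wells with enzyme for no effect and DMSO wells lacking enzyme for full effect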
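Material: recombinant HKDC1 hexokinase; Amount: HKDC1 at 5 µg/mL; Medium: Tris pH 8.0 buffer with MgCl2, Tween-20, BSA, BME; Schedule: 90 min reaction incubation at room temperature, dark; Technique: coupled resazurin fluorescence, excitation 525 nm, emission 613 nm.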
ATG4B inh – ATG4B protease inhibitors, primary screen, biochemical, fluorescence, uHTS; Cysteine protease ATG4B (Homo sapiens), Q9Y4P1; ATG4B cleavage of LC3-PLA2, NBD-HPC fluorescence, 1 h; inhibition, % at 8.33 µM; 340,000 tested, 0.51% active; AID 504462, 2011; in the data active means inhibition above about 40%
Target sequence (Q9Y4P1 whole entry, looked up): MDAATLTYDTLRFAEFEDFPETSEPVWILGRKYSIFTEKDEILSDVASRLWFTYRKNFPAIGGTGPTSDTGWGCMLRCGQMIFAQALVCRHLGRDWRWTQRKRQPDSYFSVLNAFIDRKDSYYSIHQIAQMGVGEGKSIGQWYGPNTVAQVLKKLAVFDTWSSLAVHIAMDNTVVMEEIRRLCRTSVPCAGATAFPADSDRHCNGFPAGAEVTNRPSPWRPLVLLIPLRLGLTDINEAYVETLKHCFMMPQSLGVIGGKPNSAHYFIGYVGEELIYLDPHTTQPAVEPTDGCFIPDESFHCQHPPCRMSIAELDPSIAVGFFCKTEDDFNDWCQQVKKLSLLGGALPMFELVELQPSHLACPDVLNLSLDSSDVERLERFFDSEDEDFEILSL
SENP6 block – SENP6 protease inhibitors, primary screen, biochemical, luminescence, uHTS; Recombinant SENP6 catalytic domain, aminoluciferin luminescence; inhibition, % at 10 µM; 330,000 tested, 1.8% active; AID 2599, 2010;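 active means inhibition above about 50% at the single tested dose, limit read from the data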;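 further: plate controls were DMSO wells with enzyme for no effect and DMSO wells lacking enzyme for full effect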
SENP7 inh – SENP7 protease inhibitors, primary screen, biochemical, luminescence, uHTS; AID 434973, 2010; inhibition, % at 5 µM; Sentrin-specific protease 7 (Homo sapiens), Q9BQF6; 330,000 tested, 1.5% active; recombinant SENP7, Z-RLRGG-aminoluciferin luminescence, 40 min;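 active means inhibition above about 50% at the single test dose, limit read from the data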;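 further: plate controls were DMSO with enzyme for no effect and no enzyme buffer wells for full effect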
Target sequence (Q9BQF6 706-1050 limits assumed): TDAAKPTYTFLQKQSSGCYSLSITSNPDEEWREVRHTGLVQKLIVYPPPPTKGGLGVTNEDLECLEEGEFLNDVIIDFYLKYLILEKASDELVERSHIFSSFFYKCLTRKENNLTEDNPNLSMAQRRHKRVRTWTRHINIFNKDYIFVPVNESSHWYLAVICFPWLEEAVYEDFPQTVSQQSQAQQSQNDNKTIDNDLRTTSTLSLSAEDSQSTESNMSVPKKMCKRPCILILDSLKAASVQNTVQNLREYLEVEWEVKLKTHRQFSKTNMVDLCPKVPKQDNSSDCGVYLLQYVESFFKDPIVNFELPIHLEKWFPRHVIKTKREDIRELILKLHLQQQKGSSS
NR3A LBD binder – binders of NR3A ligand-binding domain, primary screen, biophysical, differential scanning fluorimetry, uHTS; Glutamate receptor ionotropic, NMDA 3A (GRIN3A) ligand-binding domain; NR3A LBD differential scanning fluorimetry, Tm shift; 0% = protein alone, 100% = glycine-bound protein; Tm shift relative to glycine control, % at 25 µM; 340,000 tested, 2.5% active;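 active means melting temperature shift of at least 10% of the positive control shift, at one fixed dose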
An asterisk follows results filed as active; i = inactive; . = not tested or not shown.

The line under a structure holds: MPTP block | PfGluPho inh | SENP8 block | HKDC1 inhibitor | ATG4B inh | SENP6 block | SENP7 inh | NR3A LBD binder
> COc1cccc(C(C)NC(=O)Nc2cc(Cl)ccc2OC)c1 (configuration not stated)
  -1.4 | 19 | 10 | -11 | -4 | -16 | 4 | 2
> O=C(O)CCCNC(=O)c1cccc(C(=O)NCCCC(=O)O)n1
  0.5 | -13 | 3 | -5 | -10 | -9 | -4 | 4
> O=C(Cc1csc(Nc2nc(=S)[nH]c3ccccc23)n1)N1CCN(c2cccc(C(F)(F)F)c2)CC1
  0.3 | -7 | -97 | -6 | 7 | -5 | -6 | -1
> CCOC(=O)C1CCN(Cc2cn[nH]c2-c2ccccc2)CC1
  2.3 | -1 | 11 | -8 | 2 | -17 | 6 | -1
> COc1ccc(NC(=S)Nc2cccc(Cl)c2)cc1OC
  7.9 | 22 | 11 | -9 | 10 | -13 | -9 | -3
> CCNS(=O)(=O)c1ccc(CCC(=O)Nc2ccc3c(c2)OCCO3)cc1
  0.2 | 8 | 6 | -8 | 3 | -3 | -11 | 1
> CCSc1nnc2c(n1)OC1(CCCC1)Nc1ccccc1-2
  -2.2 | 9 | -37 | -4 | -12 | -10 | 0 | 0
> Cc1csc(SCC(=O)c2c(N)n(C)c(=O)n(C)c2=O)n1
  -5.1 | 7 | 8 | -2 | -6 | 2 | 1 | 0
> CCCCNC(=O)CN1C(=O)COc2ccc(S(=O)(=O)N3CCCCCC3)cc21
  0.9 | -7 | 12 | -2 | 3 | -4 | 7 | 2
> CC1CC(C)CN(C(=O)COC(=O)c2ccc([N+](=O)[O-])o2)C1 (configuration not stated)
  -1.7 | 19 | 34 | 1 | -2 | 2 | 3 | 0
> CCc1nnc(NC(=O)Nc2ccccc2OC)s1
  0.8 | 19 | 17 | -1 | -10 | 22 | 10 | -1
> Cc1c(Cl)cccc1NC(=O)Cn1cccc1
  0.7 | 8 | 12 | -11 | 7 | -2 | -15 | -1
> NC(=O)C(c1ccccc1)C1CCCC1 (configuration not stated)
  -1.7 | -5 | 20 | -10 | 10 | -19 | -1 | -4
> Cc1ccc(NC(=O)C2CCCN(c3nccc(C)n3)C2)c(C)c1 (configuration not stated)
  -0.2 | -21 | -52 | -6 | -1 | -28 | 6 | -1
> COc1ccc(C(=O)C2CCCN(C(=O)C3=CCCC3)C2)cc1OC (configuration not stated)
  0.5 | 2 | 3 | 4 | 0 | -16 | 1 | 0
> COc1cc(SC)ccc1C(=O)NC1CCCc2ccccc21 (configuration not stated)
  3.6 | -10 | 6 | 1 | 5 | 4 | -1 | -1
> CC(C)Cc1ccc(CN2CCCC(NC(=O)c3cnc4ccccn4c3=O)C2)cc1 (configuration not stated)
  2.0 | 19 | i | 2 | 7 | -22 | -4 | 7
> CCCNC(=O)CN(c1ccc(F)cc1)S(=O)(=O)c1ccc2c(c1)OCCO2
  -0.1 | -15 | 18 | 0 | 7 | -1 | -1 | 0
> CC(CCc1ccccc1)NC(=O)C(=O)NCCO (configuration not stated)
  -1.4 | -13 | 13 | -6 | 3 | 9 | -5 | 2
> Cc1cccc(C)c1NC(=O)CCc1nnc2ccc(N3CCCC3)nn12
  -2.7 | 3 | -3 | -3 | 1 | 9 | 2 | 6
> CC1(C)CC(=O)N(c2ccccc2)C1(C)O (configuration not stated)
  -0.7 | -11 | 32 | -1 | 3 | -4 | -6 | 0
> C#CCOCCOCCOCCNc1nc(N2CCN(C(=O)[C@H](CCC(=O)O)n3cc(C(N)Cc4ccc(O)cc4)nn3)CC2)nc(N2CCN(C(=O)[C@H](CCC(=O)O)n3cc(C(N)Cc4ccc(O)cc4)nn3)CC2)n1 (some centres not stated)
  . | -1 | . | -6 | -2 | -1 | 0 | -1
> C(=N/N1CCN(c2ccccc2)CC1)/c1ccncc1
  0.5 | 0 | 36 | 1 | 0 | -5 | 1 | -1
> CC1CN(c2nc(Nc3ccccc3)nc(N)c2[N+](=O)[O-])CC(C)O1 (configuration not stated)
  4.4 | 5 | 29 | 1 | -10 | -28 | 7 | 1
> Cc1ccc(C2(c3ccc(C)cc3)CC2C(=O)Nc2ccc([N+](=O)[O-])cc2O)cc1 (configuration not stated)
  82* | 93* | 15 | -2 | 8 | -17 | -3 | 1
> COc1ccc(CCC(=O)NCCc2cn3c(C)csc3n2)cc1
  0.5 | 2 | -3 | 1 | -6 | 2 | -2 | -2
> C=C(CC[C@@H](O)C(C)(C)O)[C@H]1CC[C@]2(C)[C@@H]1CCC1[C@@]3(C)CCC(=O)C(C)(C)C3CC[C@]12C (some centres not stated)
  -0.1 | 12 | 7 | 9 | -30 | 8 | 8 | -14
> O=C(Nc1ccc2nsnc2c1)NC1CCCCC1
  1.4 | 14 | -403 | 3 | 11 | 16 | 6 | -3
> COc1ccc(OC)c(-c2csc(NC(=O)CSc3ccc([N+](=O)[O-])cc3)n2)c1
  56* | 6 | 11 | 13 | -18 | -4 | 4 | 12*
> COc1ccc(COC(=O)CCc2cc(OC)c(OC)c(OC)c2)cc1F
  0.2 | -6 | 9 | -2 | 5 | . | . | -1
> CC(=O)N1CCN(c2ccc(S(=O)(=O)N3CCCCC3)cn2)CC1
  0.7 | -18 | -18 | 2 | 4 | 2 | 5 | 0
> O=C(c1cc2c(s1)CCC2)N1CCN(c2ccccc2)CC1
  7.7 | 8 | 10 | 6 | -3 | -31 | -5 | 1
> CCOC(=O)C1=C(CP(=O)(c2ccccc2)c2ccccc2)NC(=O)NC1c1ccc(Cl)cc1 (configuration not stated)
  2.3 | 10 | 9 | 0 | -8 | 17 | 0 | -1
> CCc1cc2c3c(c(=O)oc2cc1OC(C)C(=O)O)CCCC3 (configuration not stated)
  0.2 | -17 | -295 | -2 | -3 | 14 | -5 | -1
> CC1(C)C(CC(=O)O)CC1C(=O)O (configuration not stated)
  -2.3 | 9 | 2 | -9 | -6 | . | . | -1
> CN(C)c1ccc(CN2CCCC(O)C2)cc1 (configuration not stated)
  2.2 | 7 | 9 | 8 | 2 | -4 | 2 | -1
> Cn1c(CO)cnc1SCc1ccc(F)cc1
  -0.8 | 2 | 12 | 4 | 4 | 2 | 6 | 1
> O=C(c1ccccc1)N1CC(COc2ccccc2)OC(c2cccnc2)O1 (configuration not stated)
  -2.0 | -9 | 12 | -5 | -1 | -13 | 5 | -3
> Cc1noc(COc2ccccc2OCC(N)=O)c1Cl
  -1.3 | -2 | 19 | -8 | -11 | -6 | 0 | -1
> Cc1ccc(C2Nc3ccccc3-c3nc4ccccc4n32)o1 (configuration not stated)
  18 | 34 | -307 | 2 | -3 | 25 | 10 | -1
> CCN(c1ccc(NC(=O)COC(=O)c2ccc([N+](=O)[O-])o2)cc1)C(C)C
  -0.2 | 18 | 33 | 1 | 0 | -10 | 10 | -1
> COc1ccc(N(CC(=O)NC2CCCC2)C(=O)CCC(=O)Nc2cc(C)on2)c(OC)c1
  -1.7 | 1 | 11 | -2 | -10 | -8 | -2 | 1
> CCOC(=O)CSc1nnc(CNC(=O)Cc2ccccc2)n1-c1ccccc1OC
  -2.5 | 0 | 4 | -10 | -17 | -5 | -1 | -1
> Cc1ccc(NC(=O)NC(=O)N(C(C)C)S(C)(=O)=O)nc1
  0.1 | -10 | -243 | -15 | 7 | . | . | -4
> CCOC(=O)c1c(C)nc(-c2ccccc2)nc1NC(=O)C(C)C
  0.5 | 11 | -20 | -6 | -12 | -2 | -1 | -1
> O=C(CN1CCN(c2ccc(F)cc2)CC1)N1CCC(Cc2ccccc2)CC1
  0.6 | 3 | 13 | -3 | -5 | 5 | 9 | 0
> Cc1nnc(C)c2c(C)n(-c3ccc4ncccc4c3)c(C)c12
  0.6 | 30 | -164 | 9 | 0 | 18 | 13 | -2
> Cc1ccc2c(CNCc3ccccc3)cc(=O)oc2c1
  -0.7 | 3 | -11 | -6 | 3 | -13 | -2 | 3
> COc1ccc(-n2c(Cc3cc(=O)[nH]c(=O)[nH]3)nnc2SCC(=O)Nc2ccccc2)cc1
  1.2 | -1 | -10 | 0 | -1 | -11 | -8 | -2
> CC(C)Cc1nc2ccccc2[nH]1
  1.4 | 1 | 19 | -4 | 4 | -6 | 11 | -2
> O=C(CN1C(=O)C2C3C=CC(C3)C2C1=O)Nc1ccc(S(=O)(=O)N2CCCCC2)cc1 (configuration not stated)
  -0.2 | 12 | 10 | -6 | -11 | -7 | -5 | 0
> Cc1c(C(=O)Nc2nc3ccccc3[nH]2)oc2c(Cl)cccc12
  2.0 | 0 | -159 | 5 | -14 | -12 | -17 | -7
> CC/C(Cc1ccccc1)=N/NC(=O)CNC(=O)c1ccc(Cl)cc1Cl
  -1.0 | -3 | 9 | -4 | -6 | -14 | 4 | -1
> COc1ccc(C(C(=O)NC2CCCCC2)N(CC2CCCO2)C(=O)C2COc3ccccc3O2)cc1OC (configuration not stated)
  -0.3 | -16 | 16 | -5 | -5 | -6 | -3 | 0
> COc1ccc(CN(C(=O)/C=C/c2ccccc2Cl)C2CCS(=O)(=O)C2)cc1 (configuration not stated)
  0.9 | 3 | 10 | -6 | -9 | -4 | -10 | 0
> CN(C(=O)c1cc(-c2ccccc2)on1)C1CCCCC1
  0.0 | 2 | 12 | -7 | 8 | -15 | -4 | -1
> CN1CCc2c(sc3c2c(=O)n(-c2ccccc2)c2nncn32)C1
  -0.4 | 7 | -72 | 0 | -8 | -6 | 11 | 2
> NC(=O)[C@H]1CC2(CC(c3cccc(NC(=O)[C@H]4CCC(=O)N4)c3)=NO2)CN1C(=O)c1cc([N+](=O)[O-])cc([N+](=O)[O-])c1 (some centres not stated)
  -0.9 | 9 | 24 | 6 | -9 | -1 | 4 | 1
> COc1ccc(CNC(=O)CCCC(=O)Nc2cccc(Br)c2)cc1
  -0.1 | -13 | -3 | -6 | -3 | -4 | -1 | 0
> O=C(NCCN1CCCCC1)c1ccc2c(c1)OCCO2
  -1.9 | 9 | -2 | -2 | 2 | -29 | -3 | 0
> COc1ccc(CCNC(=O)CS(=O)(=O)Cc2nc(-c3ccc(C)cc3)oc2C)cc1OC
  -0.1 | 4 | 1 | -3 | -8 | 9 | -11 | 3

Another view of part of the listing above:
Molecule	MPTP block	PfGluPho inh	SENP8 block	HKDC1 inhibitor	ATG4B inh	SENP6 block	SENP7 inh	NR3A LBD binder
COc1ccc(-n2c(Cc3cc(=O)[nH]c(=O)[nH]3)nnc2SCC(=O)Nc2ccccc2)cc1	1.2	-1	-10	0	-1	-11	-8	-2
CC(C)Cc1nc2ccccc2[nH]1	1.4	1	19	-4	4	-6	11	-2
O=C(CN1C(=O)C2C3C=CC(C3)C2C1=O)Nc1ccc(S(=O)(=O)N2CCCCC2)cc1 (configuration not stated)	-0.2	12	10	-6	-11	-7	-5	0
Cc1c(C(=O)Nc2nc3ccccc3[nH]2)oc2c(Cl)cccc12	2.0	0	-159	5	-14	-12	-17	-7
CC/C(Cc1ccccc1)=N/NC(=O)CNC(=O)c1ccc(Cl)cc1Cl	-1.0	-3	9	-4	-6	-14	4	-1
COc1ccc(C(C(=O)NC2CCCCC2)N(CC2CCCO2)C(=O)C2COc3ccccc3O2)cc1OC (configuration not stated)	-0.3	-16	16	-5	-5	-6	-3	0
